# Screening data deposited in PubChem by Sanford-Burnham Center for Chemical Genomics.
# H9c2 TAG inh – reduces triacylglycerol accumulation in H9c2 cells; Nile Red lipid (TAG) fluorescence; cells loaded with 200 µM oleic acid; inhibition, % at 12.5 µM; 0.66% of 230,000 active;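 active means pattern-corrected inhibition of lipid staining of at least 50% with the nuclear-stain viability signal not falling by more than 50%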;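 further: 0% = DMSO wells and 100% = triacsin C control wells; some results filed as inactive read as strong as hits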
# H9c2 TAG inh DAPI viability – recorded beside H9c2 TAG inh, whose call it bears; DAPI nuclei signal change (viability), lower = more cytotoxic, %;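 whole-well DAPI fluorescence read on a plate reader as a viability signal; minus 50 percent equals half of cells still viable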
# Numbers without * were called inactive; ! = repeats disagree. These rows are one share of the data. The share of hits here may be higher or lower than overall.
SMILES,H9c2 TAG inh,H9c2 TAG inh DAPI viability
Cc1cc(-c2ccccc2)c(C#N)c(SCC(N)=O)n1,5,-7
CCN(C[C@H]1N[C@@](Cc2ccccc2)(C(=O)OC)[C@H]2C(=O)N(C)C(=O)[C@@H]12)C(C)=O,2,-8
Cc1cc(C(=O)NC(=S)Nc2cccc(C(=O)O)c2C)ccc1[N+](=O)[O-],5,2
Cc1ccc(NC(=O)CN2C(=O)N/C(=C/c3ccco3)C2=O)cc1,-8,-4
CC1CCc2c(sc(N)c2C(=O)OC(C)C)C1 (stereo not given),4,-7
O=C(Nc1ccc(Br)cn1)c1ccc(COc2c(F)c(F)cc(F)c2F)o1,5,-1
CCc1ccc(Nc2ncc3c(n2)CC(c2ccco2)CC3=O)cc1 (stereo not given),-17,-1
COc1ccc2c(c1OC)C(CC(C)=O)N1CCc3cc4c(cc3C1C2=O)OCO4 (stereo not given),1,1
COc1ccccc1C(=O)NC(CCSC)C(=O)N1CCN(C/C=C/c2ccccc2)CC1 (stereo not given),-19,-14
CCCCCCCCCCCCCCCC[n+]1ccccc1,54*!,-39*!
Cc1cc(N2CCCc3ccccc32)n2ncnc2n1,13,-17
CCOc1ccccc1-c1cc(NC)ncn1,-4,-2
CCOc1ccc2nc(NC(=O)CCC(=O)c3cccs3)sc2c1,23,-5
Cc1cccc(NS(=O)(=O)c2ccc(S(=O)(=O)N3CCCC3)cc2)c1,-21,5
CC(C)c1ccc(NC(=O)Nc2cnccn2)cc1,0,-11
N#Cc1cc(-c2ccccc2)nnc1Sc1ccc(F)cc1,-9,1
CN(CC(=O)Nc1ccc(F)c(F)c1F)C(=O)C1CCCCC1,-19,-3
COc1ccc(NC(=O)CC(C)C)c(OC)c1,-4,1
O=C(CC1CCC1)Nc1cccc2c([N+](=O)[O-])cccc12,3,-5
Cc1c(C(=O)N2CCCCC2CCN2CCCC2=O)oc2c(F)cccc12 (stereo not given),-11,-3
Cc1ccc(S(=O)(=O)n2nc(-c3ccco3)nc2SCc2ccccc2)cc1,0,0
O=C(c1ccccc1)n1nc(-c2ccccc2)nc1NCc1ccco1,-3,5
CCc1ccc2c(CN3CCN(S(=O)(=O)c4ccccc4F)CC3)cc(=O)oc2c1,-10,-9
COc1ccc(C#Cc2c(C=O)n(C)c3ccccc23)cc1,-5,42
c1ccc2c(c1)ccn2CCCN1CCCCC1,6,13
# The list continues.
SMILES,H9c2 TAG inh,H9c2 TAG inh DAPI viability
CCC(=O)N/C(N)=N/c1nc(C)c2cc(C)c(C)cc2n1,-14,10
Cc1cc(NC(=O)CSCCO)no1,-1,-7
CCOC(=O)c1ccc(-c2ccc(CO)o2)cc1,1,9
CC(C)Cc1cc(C(=O)NCc2ccco2)no1,-3,-1
CCOC(=O)C1=C(COC(=O)COc2ccc(C#N)cc2)NC(=O)NC1C (stereo not given),-19,7
O=C(c1ccc(Sc2ccc(F)cc2)c([N+](=O)[O-])c1)N1CCOCC1,1,-6
COCCn1c(SCC(=O)NNC(=O)c2cc(Cl)ccc2OC)nnc1-c1ccncc1,11,8
O=C(NCc1ccccc1)c1ccc2c(c1)C(=O)N(Cc1ccncc1)C2=O,-4,-4
Cn1c(N)c(C(=O)COC(=O)c2cc(S(=O)(=O)N3CCOCC3)ccc2F)c(=O)n(C)c1=O,-3,-14
O=C(NCCCN1CCCC1=O)C1CCN(S(=O)(=O)c2cc(C(F)(F)F)ccc2Cl)CC1,-13,-1
O=C(N/N=C/c1c(F)cccc1Cl)C(=O)N1CCCCCC1,-6,0
CCOc1ccccc1N1CCN(C(=O)c2cc(S(=O)(=O)N(C)C)ccc2N2CCCC2)CC1,-10,-6
O=C(Nc1nc2ccsc2c(=O)s1)c1ccc(F)cc1,5,-3
c1csc(-c2noc(CN3CCc4sccc4C3)n2)c1,-3,2
COc1ccc(OC)c(CN2CCN(C(=O)[C@@H](NC(=O)c3cccc(C)c3)C(C)C)CC2)c1,1,-8
COc1cc(/C=C/C(=O)O)ccc1OS(=O)(=O)c1c(C)cc(C)cc1C,-8,3
CCn1cc(C(=O)N2CCOCC2)c(=O)c2cc(S(=O)(=O)N(C)C3CCCCC3)ccc21,10,12
CN1CCN(c2ccc(S(=O)(=O)N3CCCCC3)cc2NC(=O)CSC(C)(C)C)CC1,0,-1
COc1ccccc1N1CCN(Cc2cc(=O)n3ccsc3n2)CC1,7,-4
COc1ccc(N2CCN(c3ccc4nnc(CCC(=O)Nc5ccc(C)cc5)n4n3)CC2)cc1,19,2
CCOC(=O)C1CCN(C(=O)c2ccc(CNS(=O)(=O)c3ccc(OC)cc3)cc2)CC1,-10,4
NC(=O)COC(=O)c1cccc2c1-c1ccccc1C2=O,-6,-4
Cc1cc(C=O)sc1[B-](F)(F)F,7,-8
O=C(CNC(=O)c1cc(Cl)cc([N+](=O)[O-])c1)NC1CC1,8,3
Cc1csc(NC(=O)CSc2nc(=O)n(CCCN(C)C)c3c2CCC3)n1,-8,5

# A draw from above in order of heavy-atom count, largest number first.
SMILES,H9c2 TAG inh,H9c2 TAG inh DAPI viability
Cc1csc(NC(=O)CSc2nc(=O)n(CCCN(C)C)c3c2CCC3)n1,-8,5
O=C(N/N=C/c1c(F)cccc1Cl)C(=O)N1CCCCCC1,-6,0
c1csc(-c2noc(CN3CCc4sccc4C3)n2)c1,-3,2

# (more compounds)
SMILES,H9c2 TAG inh,H9c2 TAG inh DAPI viability
COc1ccc(S(=O)(=O)N2CCN(CC(=O)N3c4ccccc4CC3C)CC2)cc1OC (stereo not given),-4,3
COc1ccccc1N(CC(O)COc1ccc(C)cc1)S(=O)(=O)c1ccccc1 (stereo not given),-16,-2
Cc1ccc(S(=O)(=O)N2CCN(Cc3cccc(F)c3)CC2)cc1,8,-11
O=C(CSc1nnc(CNC(=O)c2c(F)cccc2F)o1)NCc1ccc(F)cc1,-1,0
CC(=O)N1CCc2cc(S(=O)(=O)CCC(=O)Nc3ccc4c(c3)OCCO4)ccc21,-3,4
CCOc1ccc(NC(=O)C2CC(=O)N(c3ccc4c(c3)OCCO4)C2)cc1OCC (stereo not given),12,-2
Cc1ccc2c(CC(=O)NCC3(N4CCOCC4)CCCCC3)coc2c1C,1,11
COc1ccccc1CN(C)CC(=O)Nc1ccccc1-c1ccccc1,-41,20
COc1ccc(-c2cn3c(C)c(C(=O)N4CCN(c5ccccc5)CC4)sc3n2)cc1,4,-2
CCOC(=O)C1=C(C)NC(C)=C(C(=O)OCC)C1C(=O)OC1CCOC1=O (stereo not given),12,-2
CCOC(=O)C(C)(C)Sc1nc2c(cnn2-c2ccc(Cl)cc2)c(=O)[nH]1,9,1
COC(=O)CC1C(=O)NCCN1C(=O)Nc1ccccc1 (stereo not given),-27,10
Cc1nn(C)c(C)c1NC(=O)Nc1ccc(Cl)c(Cl)c1,-6,-3
COc1ccc(NC(=O)c2cccc(NC3=NC4CS(=O)(=O)CC4S3)c2)cc1Cl (stereo not given),4,15
CC(C)OC(=O)c1ccc(N)cc1,-1,-5
COc1cc(CCC(=O)OCC(=O)NCC2CCCCC2)cc(OC)c1OC,1,-1
Cc1noc(C)c1NC(=O)Nc1cccc2c1O[C@H](CN(C)C(=O)NC1CCCCC1)[C@@H](C)CN([C@H](C)CO)C2=O,5,-2
CC(C)c1ccc(S(=O)(=O)N2CCC(C(=O)N3CCC3)CC2)cc1,2,10
NC(=O)CSc1nnc(NC(=O)c2ccc(S(=O)(=O)N3CCOCC3)cc2)s1,5,-4
CCn1c(C(C)NC(=O)c2ccc(OC)c(OC)c2)nc2ccccc21 (stereo not given),-1,5
CN(CCc1cnn(C)c1)Cc1cn[nH]c1-c1ccc(-c2ccccc2)cc1,-11,23
CCSc1nc2c(c(=O)[nH]1)C(c1cccnc1)C(C(=O)OC(C)C)=C(C)N2 (stereo not given),6,9
Cc1cc(C(=O)N2CCN(c3cc(Cl)ccc3C)CC2)on1,-5,2
Cc1cc(NC(=O)CSc2nc3cc(C(=O)NCCCOC(C)C)ccc3c(=O)n2Cc2ccco2)no1,3,-13
O=C(COC(=O)CCC(=O)c1ccccc1)NCCc1ccccc1,-18,3

# Structures shown so far with a nitro group on carbon, in the order listed:
SMILES,H9c2 TAG inh,H9c2 TAG inh DAPI viability
Cc1cc(C(=O)NC(=S)Nc2cccc(C(=O)O)c2C)ccc1[N+](=O)[O-],5,2
O=C(CC1CCC1)Nc1cccc2c([N+](=O)[O-])cccc12,3,-5
O=C(c1ccc(Sc2ccc(F)cc2)c([N+](=O)[O-])c1)N1CCOCC1,1,-6
O=C(CNC(=O)c1cc(Cl)cc([N+](=O)[O-])c1)NC1CC1,8,3

# (list continues)
SMILES,H9c2 TAG inh,H9c2 TAG inh DAPI viability
CC(C)(C)C(=O)COC(=O)CCc1nc2ccccc2[nH]c1=O,-5,-3
Cc1cc(C)c(C(=O)COC(=O)c2cccnc2Cl)c(C)c1,5,-9
Nc1cc(N2CCOCC2)c(Cl)cc1[N+](=O)[O-],8,-16
O=C(O)C(CO)(c1ccccc1)c1ccccc1,-7,2
COc1ccc(S(=O)(=O)Cc2ccc(C(=O)N3CCCC3)o2)cc1,1,5
CC(C)(C)CC(C)(C)c1ccc(O)c(Cc2ccc(Cl)cc2Cl)c1,50,-24
CS(=O)(=O)c1ccc(Cl)c(NC(=O)CCN2C(=O)C3CC=CCC3C2=O)c1 (stereo not given),-2,-1
Fc1ccccc1CNCC1CCCO1 (stereo not given),-16,0
COc1ccc(NC(=O)CN(C)C(=O)Cc2ccc3c(c2)OCCO3)cc1,19,1
O=C(NCC(c1ccco1)N1CCN(c2ccccc2F)CC1)C(=O)NC1CCCC1 (stereo not given),5,-5
O=C(Cn1cnc2c(cnn2-c2ccc(Cl)cc2)c1=O)N1CCN(c2ccccc2)CC1,1,-4
CCOc1ccc(-n2nnc3c(=O)n(CC(=O)N4CCCc5ccccc54)cnc32)cc1,0,-17
CC(Oc1ccc(Cl)cc1Cl)C(=O)NC(Cc1ccccc1)C(=O)O (stereo not given),5,10
NC(=O)N/N=C/C=C/c1ccccc1,3,-3
O=C(COC(=O)c1cccc(Br)c1)Nc1ccc2[nH]c(=O)[nH]c2c1,3,5
CN(C)S(=O)(=O)N1CCCC(C(=O)c2ccc(-c3ccccc3)c(F)c2)C1 (stereo not given),-3,5
CCN(CC)S(=O)(=O)c1cc(NC(=O)c2cccc(N3C(=O)CCC3=O)c2)ccc1Cl,7,5
CCN(NC(=O)C(O)(c1ccccc1)c1ccccc1)C(=O)c1ccccc1,2,-3
CCN(CC)C(=O)CSc1nnc2nnc3cc(C)ccc3n12,1,2
COc1cccc(C(=O)N2CCCC(Nc3ccc(C)c(C)c3)C2)c1 (stereo not given),1,2
O=C(c1ccoc1)N1CCC(CO)(CCc2ccccc2)CC1,-23,47
COc1ccc(S(=O)(=O)N2CCC(c3cc(-c4cccc5ccccc45)n[nH]3)CC2)cc1,16,4
COC(=O)c1ccccc1NC(=O)c1cc[n+](C)cc1,3,-8
CC1(C(=O)NCCC#N)CCN1C(=O)C1(c2ccccc2)CCCC1 (stereo not given),-10,0
Cc1ccc(S(=O)(=O)N(C)c2cc(S(=O)(=O)N3CCC(C)CC3)c(C)cc2C)cc1,20,-1

# A few values from the list.
# `COc1ccc(S(=O)(=O)Cc2ccc(C(=O)N3CCCC3)o2)cc1` in H9c2 TAG inh is listed with 1
# `Cc1cc(C)c(C(=O)COC(=O)c2cccnc2Cl)c(C)c1` in H9c2 TAG inh DAPI viability is listed with -9
# `NC(=O)N/N=C/C=C/c1ccccc1` in H9c2 TAG inh is listed with 3
# `CCN(CC)S(=O)(=O)c1cc(NC(=O)c2cccc(N3C(=O)CCC3=O)c2)ccc1Cl` in H9c2 TAG inh is listed with 7
# `O=C(COC(=O)c1cccc(Br)c1)Nc1ccc2[nH]c(=O)[nH]c2c1` in H9c2 TAG inh is listed with 3
# `CS(=O)(=O)c1ccc(Cl)c(NC(=O)CCN2C(=O)C3CC=CCC3C2=O)c1` (stereo not given) in H9c2 TAG inh is listed with -2
# `O=C(O)C(CO)(c1ccccc1)c1ccccc1` in H9c2 TAG inh DAPI viability is listed with 2

# More entries follow.
SMILES,H9c2 TAG inh,H9c2 TAG inh DAPI viability
Cc1cc2c(OCC(O)CNC(C)(C)C)cccc2[nH]1 (stereo not given),7,-3
CCOC(=O)c1c(C)nc2c(c(SC)nn2-c2ccccc2)c1N,25,6
Cc1cc(C)cc(NC(=S)/C(=C(\[O-])c2ccc(Cl)s2)[n+]2cccc(C)c2)c1,-1,0
C#CCN(C[C@H]1[C@H](OC(=O)Nc2c(C)noc2C)[C@H](OC(=O)Nc2c(C)noc2C)C[C@H]2C(=O)N(c3ccccc3)C(=O)[C@@H]12)S(=O)(=O)c1ccc(C)cc1,0,8
Nc1nnc(SCC(=O)OCC(=O)c2ccccc2)s1,5,4
CCCCn1c(N)c(N(CCC(C)C)C(=O)C2=NN(c3ccccc3)C(=O)CC2)c(=O)[nH]c1=O,14,-2
O=[N+]([O-])c1ccc(C=NN=Cc2ccc([N+](=O)[O-])cc2)cc1,7,-5
CCN(C[C@H]1N[C@@](CC)(C(=O)OC)[C@H]2C(=O)N(Cc3ccccc3)C(=O)[C@@H]12)C(=O)c1ccccc1,-17,4
CCCCN(C(=O)CCNC(=O)NC12CC3CC(CC(C3)C1)C2)c1c(N)n(CCCC)c(=O)[nH]c1=O,13,-10
CC1CN(c2nnc(NC(=O)c3ccccc3)s2)CC(C)O1 (stereo not given),22,-2
COc1cc(OC)cc(C(=O)N[C@H](C(=O)NC23CC4CC(CC(C4)C2)C3)C(C)C)c1,36,-1
CCOC(=O)c1cnn(-c2nc(C)cc(C)n2)c1N,-4,-12
COc1cccc(OC2(C)CCN(Cc3cccn3-c3nccs3)C2)c1 (stereo not given),-11,11
